Bioassay records: PubChem BioAssay, several laboratories
SDO1 yeast rescue: sdo1-depleted yeast growth rescue. S. cerevisiae sdo1-depleted JHY4D growth rescue, OD600 30 h; stronger effect = higher value; pdr5 snq2 efflux-pump mutant strain. z-score at 10 µM. 140,000 compounds, 0.21% hits. AID 817;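 active = z-score above 3 at both the 24 hr and the 30 hr optical density reads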;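 note: z-score against mean and SD of all compound wells on the same plate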
Insulin prom inh: TRM-6 insulin promoter activity inhibition. TRM-6 cells (human fetal islet line), insulin promoter-eGFP reporter, imaging; reporter expression induced with tamoxifen. inhibition, % at 2 µM. 130,000 compounds, 0.9% hits. AID 1273;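 active = inhibition above the mean plus 3 SD, with well images judged a real hit on visual review, cut at about 60% in these data, passing the limit was not always enough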
SDO1 yeast rescue Rescue 24 h: second read-out of SDO1 yeast rescue, no call of its own (marks repeat the call); z-score; S. cerevisiae sdo1-depleted JHY4D growth rescue, OD600; measured here: growth rescue at 24 h;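 0 is the plate mean of compound wells and units are plate SD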
An asterisk follows results filed as active; i = inactive; nt = not tested or not shown; [ ] = another dose, or the depositor's remark. These rows are one share of the data, so the mix of outcomes need not match the whole.

SDO1 yeast rescue	Compound	SDO1 yeast rescue Rescue 24 h	Insulin prom inh
-1.28	COc1ccc(/C=C/C(=O)c2ccccc2O)cc1	-0.83	22.7
nt	O=C(NC1CCCCC1)c1cc(C(=O)c2ccccc2Br)c[nH]1	nt	-100.0
-0.07	Cc1ccc(-c2cc(=O)c3cc(C)ccc3[nH]2)cc1	-0.87	33.3
0.03	CC1(C)C(=O)NCCN1C(=O)CSc1nccc(-c2ccc(Br)cc2)n1	-0.71	-309.5
-0.28	O=C(CCc1nc2ccccc2c(=O)[nH]1)OCC(=O)c1cccc(Cl)c1	-1.05	-1.6
nt	CCCCCCNC(=O)Cc1ccc(Br)cc1	nt	7.3
-0.99	Cc1ccc2cc(C3CC(c4ccco4)=NN3S(=O)(=O)c3ccccc3)c(Cl)nc2c1 (stereo not given)	-1.55	nt
1.39	CCCCCNC(=O)Cc1cc(=O)[nH]c(=O)[nH]1	1.62	nt
-0.11	N#CCc1nc(CSc2nc3ccccc3s2)cs1	0.39	31.0
1.06	CCn1c(COc2ccc(=O)n(-c3ccccc3)n2)nnc1SCc1ccc(C)cc1	1.08	-7.1
0.79	Cn1c(SCc2n[nH]c(=S)n2-c2ccccc2)nnc1-c1ccccc1	0.24	nt
14.7*	COc1ccc(OCCNC(=O)/C=C/c2ccc([N+](=O)[O-])cc2)cc1	13.3*	24.1
-0.97	CC(C)C[C@H](NC(=O)OC(C)(C)C)c1nnc(SCc2cccc(F)c2)o1	-1.15	-48.4
-0.38	COC(=O)c1sc2nc(-c3ccccc3)c3c(c2c1N)CCCC3	0.62	14.3
-0.17	CC(=O)c1c(C)[nH]c(C(=O)N2CCc3ccccc32)c1C	-1.06	21.4
nt	COC(=O)c1ccc(Oc2nc(NC(C)(C)C)nc(N3CCOCC3)n2)cc1	nt	35.7
nt	COc1cc(OC)cc(C(=O)NNC(=O)CCc2ccccc2)c1	nt	-40.0
-1.49	O=C(C1=C[C@@H]2[C@H]3C(=O)N(c4ccc(Cl)cc4)C(=O)[C@H]3[C@@H](C(=O)c3ccc(Cl)cc3)N2C=C1)c1ccccc1	-0.99	nt
1.69	COc1ccc(C2/C(=C(\O)c3ccc(OC)c(Cl)c3)C(=O)C(=O)N2CCN(C)C)cc1 (stereo not given)	2.29	-26.7
0.44	C[C@@H]1NC(=O)[C@H](CCC(N)=O)NC(=O)c2cc([N+](=O)[O-])cc(I)c2NCCC[C@@H](C(N)=O)NC1=O	0.4	20.0
-0.03	Cc1ccc(CN2C(=O)CCC2C(=O)NCCCN2CCOCC2)cc1 (stereo not given)	0.13	15.4
0.28	CCCSc1nc2c(cnn2-c2ccc(F)cc2)c(=O)[nH]1	0.37	nt
-1.33	c1ccc(N/N=C(\Cc2nc3ccccc3[nH]2)c2ccccc2)cc1	-1.16	nt
0.23	Cc1cccc(-n2c(CNC(=O)c3ccc(S(=O)(=O)N4CCCC4)cc3)n[nH]c2=S)c1	-0.46	-10.8
2.68	COc1ccc(-n2ncc3c(NCC4CCCO4)ncnc32)cc1 (stereo not given)	3.59	0.0

The last 2 records of the part above open the next one:
SDO1 yeast rescue	Compound	SDO1 yeast rescue Rescue 24 h	Insulin prom inh
0.23	Cc1cccc(-n2c(CNC(=O)c3ccc(S(=O)(=O)N4CCCC4)cc3)n[nH]c2=S)c1	-0.46	-10.8
2.68	COc1ccc(-n2ncc3c(NCC4CCCO4)ncnc32)cc1 (stereo not given)	3.59	0.0
-1.2	CCOc1ccccc1N1CC(C(=O)Nc2ccccc2N2CCOCC2)CC1=O (stereo not given)	-1.75	nt
0.22	Cc1cc(C)nc(SCC(=O)N2CCC(C(N)=O)CC2)n1	0.36	68.8
0.65	NC(=O)N/N=C/c1cc(Br)ccc1OCC(=O)NCc1ccccc1	0.78	-21.9
0.61	Cc1cc(Br)cn2ccnc12	-0.03	nt
0.55	O=C(Nc1cccc2ncccc12)c1ccc(F)cc1	0.6	nt
-1.08	O=C(CSc1n[nH]c(-c2ccco2)n1)Nc1sc2c(c1C(=O)Nc1ccccc1)CCCC2	-0.32	-185.0
0.14	CC(=O)Nc1ccc(C(=O)OCC(=O)Nc2ccc([N+](=O)[O-])cc2C(F)(F)F)cc1	-0.09	-26.3
-1.29	O=c1cc(Nc2ccc3c(c2)OCCO3)[nH]c(=O)n1-c1ccc(Cl)cc1	-1.27	60.0
-0.36	CCCC(CCC)n1[nH]c(=O)c2c(C)cc(C)nc21	-0.06	-138.1
-1.1	COc1ccc(C)cc1N(C(=O)c1ccccc1F)c1nc2ccccc2s1	-0.65	-3.1
0	Cc1ccc(SCc2noc(C(=O)NCC3CCCO3)c2C(=O)O)cc1C (stereo not given)	-0.76	0.0
nt	COc1cc(C(=O)Nc2cc(-c3cn4cccnc4n3)ccc2C)cc(OC)c1OC	nt	11.8
1.42	CCS(=O)(=O)N1CCC(C(=O)NCCCN2CCN(c3ccccc3F)CC2)CC1	0.73	38.5
0.01	Cc1ccc2nc(-c3ccccc3)cc(C(=O)O)c2c1	-0.49	nt
nt	C/C=C/C(=O)OCC(=O)Nc1cccc(S(=O)(=O)NC2=NCCCCC2)c1	nt	-11.1
0	Cc1ccc(-n2c(Cc3cccn3C)nnc2SCC(=O)Nc2nnc(C)s2)cc1	-0.45	nt
0.38	CCOc1cc(C)ccc1OCc1nnc(SCC(=O)c2cccc([N+](=O)[O-])c2)n1CC	2.08	nt
0.82	O=S(=O)(Nn1cnnc1)c1ccccc1	0.39	-50.0
nt	COc1ccccc1N1CCN(CC(O)COc2ccc3c(c2)OCO3)CC1 (stereo not given)	nt	-58.3
1	Cc1cc(=O)oc2c(CN3CCN(C)CC3)c(O)c(Cl)cc12	0.87	3.1
-1.43	CC(=O)c1c(C)[nH]c(C(=O)OCC(=O)N2CCc3ccccc32)c1C	0.02	13.2
nt	CCN(C(=O)CSc1nnc(-c2ccccc2)o1)c1c(N)n(Cc2ccccc2)c(=O)[nH]c1=O	nt	-33.3
nt	O=C(Cn1nnc2ccccc2c1=O)NCc1ccc(Cl)cc1	nt	33.3
nt	Fc1ccccc1/C=N/Nc1ncnc2ccccc12	nt	25.9
1.03	COc1cc(/C=C/C(=O)OCC(=O)NC(=O)NC(C)(C)C)ccc1OCC#N	0.63	20.0
nt	O=C(CCS(=O)(=O)c1ccccc1)NCCS(=O)(=O)c1ccccc1	nt	-17.1
0.01	O=C(Nc1ccsc1C(=O)NC1CCCCC1)c1ccc(F)cc1	0.62	-25.0
1.19	NC(=S)NNC(=O)Nc1cccc(Cl)c1	1.19	4.6
0.72	CC1CN=C(N(C(=O)Nc2ccccc2)C(C)C)S1 (stereo not given)	0.24	-66.7
-1.94	Cc1ccc(C(=O)CSc2nnc(COc3cccc4cccnc34)o2)cc1	-1.41	nt
-0.02	Cc1cc(-c2c(C)[nH]n(-c3ccccc3)c2=O)n(-c2ccccc2)n1	-0.33	-26.9
-0.68	O=C1CC(N2CCN(c3ccccc3Cl)CC2)C(=O)N1c1ccc(F)cc1 (stereo not given)	-0.21	nt
-0.36	CCn1nnnc1SCC(=O)N1c2ccccc2CCc2ccccc21	-0.11	8.3
nt	CCOC(=O)C1=C(C)N=C2SC(C)C(=O)N2C1c1ccccc1 (stereo not given)	nt	7.7
0.11	CS(=O)(=O)N1CCN(c2ccccc2NC(=O)CSc2nnc(-c3ccco3)o2)CC1	-0.17	0.0
0.4	CCOc1ccc(C(=O)Nc2c3c(nn2-c2ccc(C)cc2)CS(=O)C3)cc1OCC (stereo not given)	-0.32	nt
1.5	CCn1c(=O)c2c(nc(SCC(=O)NCC3CCCO3)n2C)n(C)c1=O (stereo not given)	1.45	-15.6
-0.39	O=C(COC(=O)c1ccc2c(c1Cl)C(=O)c1ccccc1C2=O)NC1CCCCC1	1.05	-20.6
nt	O=C(C1CCCCC1)N1CCc2ccccc21	nt	-18.5
0.21	Cc1cc(Cl)c(OCCN2C(=O)NC(C)(C)C2=O)c(Br)c1	0.09	i
0.19	CCCCCCCn1c(=N)n(CC(=O)c2ccco2)c2ccccc21	0.98	-47.2
-0.25	CCOC(=O)Cn1nc(-c2ccccc2)ccc1=O	-0.4	nt
0.61	Cn1c(NC(=O)c2ccc(F)c(F)c2)cc(=O)n(C)c1=O	-0.22	nt
1.38	CCOC(=O)C1CCN(S(=O)(=O)c2c(C)[nH]c(=O)[nH]c2=O)CC1	0.54	-15.6
0.41	O=C(CSc1nc2ccccc2[nH]1)N/N=C/C=C\c1ccccc1[N+](=O)[O-]	0.07	-23.3
0.58	COc1cc(/C=N/NC(=O)c2ccccn2)cc2c1OCO2	-0.1	0.0
-1.42	COc1ccc(C(=O)Nc2ccccc2Cc2ccccc2)c(OC)c1	-1.72	-5.9
-0.76	CCCCC(=O)Nc1ccc(C(=O)Nc2ccc(OC)cc2[N+](=O)[O-])cc1	-0.76	nt
-0.01	O=C(CSc1nnc(CNc2ccc(F)cc2)n1Cc1ccccc1)N1CCOCC1	-0.12	-50.0
-0.65	CCOc1ccc(N2C(=O)c3ccc(C(=O)OCc4c(C)noc4C)cc3C2=O)cc1	0.26	0.0

Five entries out of the list, ordered by heavy-atom count, smallest number first.
SDO1 yeast rescue	Compound	SDO1 yeast rescue Rescue 24 h	Insulin prom inh
0.72	CC1CN=C(N(C(=O)Nc2ccccc2)C(C)C)S1 (stereo not given)	0.24	-66.7
0.58	COc1cc(/C=N/NC(=O)c2ccccn2)cc2c1OCO2	-0.1	0.0
0.01	O=C(Nc1ccsc1C(=O)NC1CCCCC1)c1ccc(F)cc1	0.62	-25.0
-0.02	Cc1cc(-c2c(C)[nH]n(-c3ccccc3)c2=O)n(-c2ccccc2)n1	-0.33	-26.9
-0.36	CCn1nnnc1SCC(=O)N1c2ccccc2CCc2ccccc21	-0.11	8.3

Next results.
SDO1 yeast rescue	Compound	SDO1 yeast rescue Rescue 24 h	Insulin prom inh
0.15	Cc1ccc(N2CC(C(=O)Nc3nnc(C(C)C)s3)CC2=O)cc1 (stereo not given)	0.7	0.0
nt	COCCn1c(SCC(=O)Nc2cc(C)on2)nc2ccccc21	nt	-46.0
1.87	CCOC(=O)N1CCC(NC(=O)CC(NS(=O)(=O)c2ccc(Cl)cc2)c2ccco2)CC1 (stereo not given)	0.01	nt
0.43	O=C(CN(CCc1ccccc1)C(=O)CNS(=O)(=O)c1ccccc1)NCc1ccco1	-0.2	-81.8
-1.32	CC(=O)c1ccc(NC(=O)C(C)n2nc(-c3ccccc3)c3cc(Cl)ccc32)cc1 (stereo not given)	-0.34	-51.2
nt	O=C(O)c1ccccc1SCc1cn2cc(Cl)ccc2n1	nt	-471.4
-0.18	Cc1ccccc1N1C(N)=NC(N)=NC1(C)C	-0.76	-39.5
nt	CCN(CC(=O)Nc1ccc(N2CCOCC2)cc1)C(=O)COc1ccccc1OC	nt	-23.5
-0.05	Oc1ccc(/C=N\Nc2cc(N3CCOCC3)nc(N3CCOCC3)n2)c(O)c1	-1.12	-185.3
0.08	O=C(Nc1ccc(N2CCOCC2)c2nonc12)C1CCCC1	-0.04	30.4
-0.33	CC(Sc1nc2ccccc2o1)C(=O)O (stereo not given)	-0.7	-6.1
0.58	COC(=O)C1=C(C)Nc2nnnn2C1c1ccco1 (stereo not given)	-0.14	-2.9
0.44	N#CCn1nnc(-c2ccc3c(c2)OCO3)n1	-0.32	nt
-0.26	CCOCC(=O)Nc1ccccc1C(=O)OCC	-1.06	41.7
-0.94	COc1cc(CN(C)C(C)C(=O)Nc2ccc([N+](=O)[O-])cc2Cl)ccc1OC(F)F (stereo not given)	-0.35	nt
1.05	COc1cccc(C(=O)Nc2ccc(NC(=O)C(C)(C)C)cn2)c1	1.25	-11.4
0.03	CCC(CC)NC(=O)CCc1nc2ccccc2c(=O)[nH]1	-0.15	-23.3
-0.04	O=C(NC(NC(=S)Nc1ccccc1C(=O)O)C(Cl)(Cl)Cl)c1cccc([N+](=O)[O-])c1 (stereo not given)	-0.53	-3.2
nt	CCn1c(=O)cc(N2CCOCC2)[nH]c1=O	nt	23.5
0.97	CCCc1nc2c(nnn2Cc2ccccc2)c(=O)[nH]1	2.26	29.7
-0.19	COc1cccc(C(=O)N=c2sc3c(C)ccc(OC)c3n2C)c1	0.24	nt
-0.51	COc1cccc(C(=O)Nc2ccccc2N2CCOCC2)c1	-0.26	-111.4
-1.39	O=C(NCCOC12CC3CC(CC(C3)C1)C2)c1cccc(Br)c1	-0.83	20.8
-0.05	CCOC(=O)c1[nH]c(C)c(C)c1C	-0.86	nt
-0.99	COc1ccc(OC)c(-c2cc(C(=O)Nc3cccc(Cl)c3)no2)c1	-0.17	nt

In another format: results already given.
Values run as follows: SDO1 yeast rescue | SDO1 yeast rescue Rescue 24 h | Insulin prom inh
O=C(Nc1ccc(N2CCOCC2)c2nonc12)C1CCCC1
 : 0.08 | -0.04 | 30.4
CCOC(=O)N1CCC(NC(=O)CC(NS(=O)(=O)c2ccc(Cl)cc2)c2ccco2)CC1 (stereo not given)
 : 1.87 | 0.01 | nt

Continued:
SDO1 yeast rescue	Compound	SDO1 yeast rescue Rescue 24 h	Insulin prom inh
-0.6	Cc1ccc(C(=O)c2c(NC(=O)CSc3nnc(N)s3)sc3c2CCCC3)cc1	0.5	20.7
-0.53	CCn1c(O)c(C2=NCCCC2)c2ccccc21	-0.52	-3.2
-0.96	COc1cc(/C=N/NC(=S)Nc2cccc(S(=O)(=O)N(C)C)c2)ccc1O	-0.97	53.9
-0.1	Clc1ccccc1-c1nnc2sc(-c3ccncc3)nn12	0.14	nt
-1.62[7.2 µM]	N#Cc1ccc(-c2ccc(OCC(O)Cn3nnc4ccccc43)cc2)cc1 (stereo not given)	-1.62	11.1
-0.62	CCCC(C(=O)NC1CCCC1)N(C(=O)Cn1nnc(-c2ccc(C)o2)n1)c1ccccc1OC (stereo not given)	1.66	nt
